# CHO-K1 Ca antag – nonselective inhibitor or artifact in parental CHO-K1 cells; 360,000 compounds, 0.6% hits; ATP-induced calcium, Fluo-8 fluorescence; inhibition, % at 3 µM; AID 602250;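 active = inhibition above a per-plate cutoff, the plate's mean sample inhibition plus 3 SD, cut at about 24% in these data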;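 also: 0% = DMSO plus EC80 ATP and 100% = DMSO alone without ATP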
# M1 ag parental – counter-screen for M1 agonists: effect in parental CHO-K1 cells. Fluo-8 calcium fluorescence; scaled to maximal ATP response, vehicle zero. activation, % at 3 µM. 360,000 compounds, 0.48% hits; in the data active = activation above about 15%;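 also: untransfected CHO-K1 host cells lacking M1 receptor as counterscreen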
# TAAR1 agonist – human TAAR1 agonism | AID 624467 | 360,000 compounds, 0.99% hits | Q96RJ0 | CHO RD-HGA16 TAAR1, Fluo-8 calcium fluorescence; vehicle wells 0%, saturating PEA agonist 100% | activation, % at 3 µM;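 active = activation above the mean activation of all test compounds in the run plus 3 SD, cut at about 38% in these data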
# Target sequence (Q96RJ0 whole entry, looked up): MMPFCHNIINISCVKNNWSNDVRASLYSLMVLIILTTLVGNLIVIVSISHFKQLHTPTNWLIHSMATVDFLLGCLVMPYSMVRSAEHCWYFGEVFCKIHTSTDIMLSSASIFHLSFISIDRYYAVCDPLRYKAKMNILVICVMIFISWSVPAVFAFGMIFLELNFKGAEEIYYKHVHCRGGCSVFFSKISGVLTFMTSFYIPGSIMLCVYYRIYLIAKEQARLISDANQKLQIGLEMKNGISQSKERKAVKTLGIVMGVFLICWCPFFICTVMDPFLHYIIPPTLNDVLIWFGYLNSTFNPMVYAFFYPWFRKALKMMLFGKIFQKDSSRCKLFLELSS
#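 Signal – calcium-sensitive Fluo-8 signal, excitation 470-495, emission 515-575 nm · System – RD-HGA16 (CHO) cells co-expressing Gα16 and hTAAR1 · Incubation – 17-24 h seeding, 75 min 37 °C dye, 30 min RT · Compound dosing – 3 µM single concentration · Repeats – no replicates (n 1)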
# CHO parental Ca – counter-screen: ATP calcium response change in parental CHO cells; 330,000 compounds, 0.63% hits; inhibition, % at 5.6 µM; parental CHO-K1, ATP-induced calcium, Fluo-8 fluorescence; AID 463079;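 active = inhibition above that plate's mean sample inhibition plus 3 SD, cut at about 26% in these data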;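 also: 0% = ATP-challenged DMSO wells and 100% = DMSO wells without ATP; some compounds past the cut are filed as inactive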
#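 test system = CHO parental line | reagent = ATP stimulus | measured by = intracellular calcium via Fluo-8 no-wash fluorescent dye | control set = ATP and no-ATP DMSO wells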
# M1 PAM parental – counter-screen for M1 PAMs: effect in parental CHO-K1 cells. ATP EC20, Fluo-8 calcium fluorescence; 0% at ATP EC20, 100% at ATP max. activation, % at 3 µM. 360,000 compounds, 0.02% hits. AID 602247;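 active = activation above the run cutoff, the mean activation of all test compounds plus 3 SD, cut at about 40% in these data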;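 also: peak over basal fluorescence ratio in a 140 s read after ATP addition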
# TAAR1 antag – antagonists of human TAAR1 | CHO RD-HGA16 TAAR1, Fluo-8 calcium fluorescence, antagonist | inhibition, % at 3 µM | 360,000 compounds, 1.5% hits | AID 624466;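 active = inhibition above a per-plate cutoff, the mean inhibition of test compounds on that plate plus 3 SD, cut at about 49% in these data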;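 also: 0% = DMSO plus EC80 beta-PEA response and 100% = DMSO alone without agonist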
#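 Test system: CHO RD-HGA16 cells bearing hTAAR1 | Reagent: β-PEA, EC80 | Compound dosing: 3 µM, single point | Schedule: Dye loading 75 min at 37 °C, then 30 min room temperature | Signal: Calcium fluorescence with Fluo-8 | Evaluation: Percent inhibition of PEA-evoked calcium signal, max/basal emission ratio | Control set: DMSO-only wells and EC80 β-PEA-stimulated wells | Repeats: Singlicate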
# CHRM1 antagonist – antagonists of human M1 muscarinic receptor; AID 588852; 360,000 compounds, 1.3% hits; CHO-K1 hM1, Fluo-8 calcium fluorescence, ACh EC80 antagonist; P11229; inhibition, % at 3 µM;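 active = percent inhibition above its own plate's cutoff, namely the mean of that plate's compound wells plus 3 SD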;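 also: peak over basal fluorescence ratio during 140 s after agonist addition; 0% = ACh EC80 plus DMSO and 100% = DMSO alone without agonist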
# OXTR potentiator – potentiators of human oxytocin receptor; P30559; CHO-OTR cells, Fluo-8 calcium fluorescence, potentiator mode; 0% = oxytocin EC15, 100% = EC100; activation, % at 3 µM; 320,000 compounds, 0.061% hits;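 active = activation above that plate's cutoff, the mean activation of tested compounds plus 3 SD, cut at about 6.6% in these data, passing the limit was not always enough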;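 also: 100% uses oxytocin at 75 nM as the full agonist control; some results filed as inactive read as strong as hits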
# Target sequence (P30559 whole entry, looked up): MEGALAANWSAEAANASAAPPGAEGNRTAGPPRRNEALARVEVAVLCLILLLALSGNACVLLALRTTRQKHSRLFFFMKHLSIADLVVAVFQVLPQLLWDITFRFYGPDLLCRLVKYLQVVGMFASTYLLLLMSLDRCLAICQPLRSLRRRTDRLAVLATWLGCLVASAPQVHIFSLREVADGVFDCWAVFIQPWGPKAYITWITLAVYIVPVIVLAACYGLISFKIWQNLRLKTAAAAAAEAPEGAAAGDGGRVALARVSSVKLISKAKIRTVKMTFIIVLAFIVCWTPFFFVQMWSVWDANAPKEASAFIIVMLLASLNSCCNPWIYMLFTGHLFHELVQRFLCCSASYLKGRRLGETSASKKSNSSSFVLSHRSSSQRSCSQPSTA
#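 assay system = CHO-OTR cells, human receptor | schedule = compound 6 min at room temperature before oxytocin, 100 s read | detection = Fluo-8 intracellular calcium fluorescence, ex 470-495, em 515-575 nm | evaluation = normalized max/min fluorescence ratio, % activation | control set = EC15 oxytocin alone as 0%, 75 nM oxytocin (EC100) as 100%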
# CHRM1 agonist – agonists of human M1 muscarinic receptor | CHO-K1 hM1, Fluo-8 calcium fluorescence, agonist mode; 0% DMSO, 100% acetylcholine EC100 | activation, % at 3 µM | 360,000 compounds, 0.33% hits | AID 588814;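 active = activation above the run's mean compound activation plus 3 SD, cut at about 16% in these data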;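 also: peak over basal fluorescence ratio within a 140 s kinetic read after compound addition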
# * = called active by the depositor; · = not tested or not shown.
SMILES,CHO-K1 Ca antag,M1 ag parental,TAAR1 agonist,CHO parental Ca,M1 PAM parental,TAAR1 antag,CHRM1 antagonist,OXTR potentiator,CHRM1 agonist
COc1ccc([C@@H](OC)[C@@]2(Cc3ccc(O)cc3)N=C(N)N(C)C2=O)cc1,-21,0.4,6,-14,9,5,-6,0,-10
CCN1CCN(c2cc(C)c3cc(NC(=O)CCC(=O)N4CCN(c5ccccc5)CC4)ccc3n2)CC1,-2,0.6,-1,-6,2,-3,13,4,-12
O=C1N[C@H](Cc2ccccc2)COC(=O)[C@H](Cc2ccc(F)cc2)C/C=C\C[C@@H]1CC(=O)N(CCO)Cc1ccccc1,-16,2.4,35,-23,1,54*,4,-4,-2
O=C1CC(N2CCN(c3nc4ccccc4s3)CC2)C(=O)N1Cc1cccs1 (stereo not given),1,6.1,20,-21,15,22,-16,-19,-3
COc1ccc(/C=C/C(=O)OCC(=O)Nc2ccc(Cl)c(S(=O)(=O)N(C)C)c2)cc1OC,12,8.4,24,-14,-7,44,23,-14,2
CCNC(=O)c1cccc(NC(=O)CN2C(=O)NC3(CCCCC3)C2=O)c1,-3,0.2,0,·,-6,5,-11,·,-1
COc1ccc(C(=O)Nc2cc3c(oc2=O)CCCC3=O)cc1,-3,0.8,1,7,16,0,-3,-6,1
CCC1=C(OC(=O)N(CC)CC)N2C(=O)OC(=NCCc3c[nH]c4ccccc34)[C@]2(Cc2ccccc2)[C@H]2C1=CC[C@H]1C(=O)N(CC(=O)OC)C(=O)[C@H]12,-16,-0.1,0,-24,13,0,2,-8,-5
CNc1cncc(-c2ccc(O)cc2C)n1,-5,0.7,1,·,12,-18,1,·,-3
Cc1ccc(NC(CC(=O)c2ccccc2)C(=O)O)cc1Cl (stereo not given),-13,1.4,3,7,11,-21,-17,-19,-2
O=C(NC(=S)Nc1ccc2c(c1)OCCO2)c1ccccc1,-16,4.9,27,-7,11,-9,1,-8,5
COCCNC(=O)C(=O)NNS(=O)(=O)c1ccc2ccccc2c1,-9,0.9,8,-11,18,5,1,-4,-11
CCCOc1ccc(/C=N/NC(=O)c2nnn(-c3nonc3N)c2-c2cccs2)cc1OC,-10,3.1,5,-3,17,28,0,-7,-2
CSCC[C@H](NC(=O)[C@@H]1Cc2ccccc2CN1)C(=O)Nc1cccc(C)c1,-9,0.3,3,-16,13,3,-8,-10,0
O=C(Oc1ccnc2cc(Cl)ccc12)N1CCCCCC1,-7,1.9,8,-24,14,13,1,-12,-2
COc1cc(C(=O)N2CCC2(C)C(=O)O)cc(OC)c1OC (stereo not given),-4,0.1,4,·,0,-6,-11,·,1
CN(C)/C=N/C1=C(C#N)C(c2ccc(Br)cc2)c2ccc3ccccc3c2O1 (stereo not given),-13,2.6,5,-10,12,10,1,-8,-6
C#CCOCCOCCOCCNc1nc(N2CCOCC2)nc(N2CCN(C(=O)[C@H]([C@@H](C)CC)n3cc([C@@H](N)CO)nn3)CC2)n1,-1,0.3,6,-6,-14,-3,-5,-7,-3
COc1cccc(NC(=O)CN(C)C(=O)c2ccc(N3CCCCC3)c([N+](=O)[O-])c2)c1,8,9.2,3,-23,5,-9,7,-6,0
CCOC(=O)CNC(=O)CNC(=O)c1ccc(OC(C)C)cc1,5,0.1,6,-11,-13,-18,4,4,-3
Cc1ccc(S(=O)(=O)N2CCCN(S(=O)(=O)c3ccc4c(c3)OCCO4)CC2)cc1,-15,2.1,6,-7,-5,18,-10,-10,-3
CCN(CC)c1ccc(NC(=O)c2nc3nc(C)cc(C(F)F)n3n2)cc1,-17,0.1,-1,-9,22,-12,-16,-1,-9
CCOc1ccc(C(=O)NCCCN(CC)CC)cc1,-3,1.0,4,-10,8,-9,4,1,-11
CCC(c1nnnn1Cc1ccco1)N1CCC(C(N)=O)CC1 (stereo not given),-1,0.7,3,-3,16,1,-6,-12,-1
CCCC(C)C(=O)Nc1ccc(NC(C)=O)cc1 (stereo not given),1,0.0,3,-4,-2,9,-2,-9,-3
NC(=O)Cn1c2[n+](c3ccccc31)CC(O)CS2 (stereo not given),-9,-0.1,3,-16,10,-28,-5,-2,-2
COc1cccc(-c2csc(N3CCN(C(=S)Nc4cccc(Cl)c4)CC3)n2)c1,-13,1.5,6,6,7,33,8,-9,-4
Cc1nn(CCCC(=O)NCc2ccc(Cl)cc2)c(C)c1[N+](=O)[O-],-14,1.5,-1,-6,28,5,-10,-10,-4
COc1ccc(S(=O)(=O)N2CCOC23CCN(S(=O)(=O)c2cccs2)CC3)cc1,-10,1.1,2,·,17,9,-2,·,2
CC(=O)c1c(C)[nH]c(C(=O)OCC(=O)NNC(=O)c2ccc([N+](=O)[O-])cc2)c1C,-3,-0.3,5,-8,-1,7,1,-3,-2
CSc1ccc(CNCCN2CCOCC2)cc1,-11,3.8,0,9,17,-5,11,-9,-5
O=C1CCCC/C1=C/NCc1ccccc1,-17,1.1,8,-3,22,-3,-8,-7,-6
Cc1cccc(Cn2cc3c(=O)n(Cc4cccc(F)c4)nc-3c3ccccc32)c1,-1,6.6,0,-3,4,10,6,0,1
COc1ccccc1N(C)S(=O)(=O)c1ccc(C(=O)Nc2ccncc2)cc1,2,7.4,9,-7,-2,40,-3,-9,2
O=c1c(Cl)c(N2CCOCC2)cnn1-c1nc2ccccc2[nH]1,-12,0.9,11,-8,10,12,-7,-11,-3
CCOC(=O)C1CN(S(C)(=O)=O)c2cc(CC(=O)OC)ccc2O1 (stereo not given),8,2.8,4,-2,1,-5,16,-8,-8

# Already shown: an excerpt of the list.
SMILES,CHO-K1 Ca antag,M1 ag parental,TAAR1 agonist,CHO parental Ca,M1 PAM parental,TAAR1 antag,CHRM1 antagonist,OXTR potentiator,CHRM1 agonist
COc1ccc([C@@H](OC)[C@@]2(Cc3ccc(O)cc3)N=C(N)N(C)C2=O)cc1,-21,0.4,6,-14,9,5,-6,0,-10
CCN1CCN(c2cc(C)c3cc(NC(=O)CCC(=O)N4CCN(c5ccccc5)CC4)ccc3n2)CC1,-2,0.6,-1,-6,2,-3,13,4,-12
O=C1N[C@H](Cc2ccccc2)COC(=O)[C@H](Cc2ccc(F)cc2)C/C=C\C[C@@H]1CC(=O)N(CCO)Cc1ccccc1,-16,2.4,35,-23,1,54*,4,-4,-2

# Other structures
SMILES,CHO-K1 Ca antag,M1 ag parental,TAAR1 agonist,CHO parental Ca,M1 PAM parental,TAAR1 antag,CHRM1 antagonist,OXTR potentiator,CHRM1 agonist
CN=Cc1sc2ccccc2c1O,2,0.1,17,7,16,-7,2,-3,-5
Cc1cc(NC(=O)CSCc2ccccc2C)no1,-21,0.3,11,-13,16,-11,-15,6,-4
COc1ccc(NC(=O)CN2C(=O)NC(C)(c3ccc4c(c3)OCO4)C2=O)cc1S(N)(=O)=O (stereo not given),-15,0.4,2,3,10,-10,-12,-5,-3
Cc1nc2ccccc2c(=O)n1NC(=O)/C=C/c1ccccc1,-6,3.6,4,-15,18,0,-3,3,-6
CCOc1ccccc1NC(=O)C(=O)N/N=C/c1cc(Br)ccc1O,12,-0.2,-1,-20,-5,8,-5,-4,-9
COCCN(C(=O)CC1CCCC1)c1c(N)n(CC(C)C)c(=O)[nH]c1=O,-15,0.1,1,-12,-1,-12,-2,0,-1
O=C(O)c1ccccc1CSC1=NCCS1,-14,0.3,13,0,11,-2,-7,-6,-1
Cc1cc(C)n2nc(-c3ccc(Cl)cc3)cc2n1,-8,0.4,-3,-7,-20,-7,-15,-9,-4
CC(=O)c1nn(-c2cccc(C(F)(F)F)c2)c(=O)[nH]c1=O,-7,-0.1,-2,7,-5,-11,2,-4,-2
O=C(NCCN1CCC(n2c(=O)[nH]c3ccccc32)CC1)c1ccc(F)cc1F,-27,3.4,2,·,7,6,·,·,·
Cc1ccc(SCCNC(=O)c2ccc(C)c(S(=O)(=O)Nc3cccc(C)c3)c2)cc1,-15,0.3,10,-7,-6,38,-10,-9,-3
CCCCCC[n+]1c(-c2ccc(Cl)cc2Cl)csc1Nc1ccccc1,6,0.0,3,-20,9,-22,-7,-8,-3
CC(C)(C#N)NC(=O)c1ccco1,0,1.1,-1,-5,11,-3,-10,-6,1
O=C(Nc1ccc(S(=O)(=O)NCc2cccnc2)cc1)c1ccco1,7,0.6,2,-9,-3,6,6,-8,-4
CC(C)C(C(=O)O)N1C(=O)/C(=C/c2cccn2C)SC1=S (stereo not given),-10,1.1,0,-7,14,10,-6,-1,-4
COc1cccc(/C=C/C(=C2/C(=O)N(c3ccccc3)N=C2C)c2ccccc2)c1OC,0,-0.4,1,-12,4,-21,-11,-2,-4
O=C(CN1CCN(S(=O)(=O)c2ccccc2)CC1)Nc1cccc(C(F)(F)F)c1,-11,1.5,3,8,7,14,0,-20,-2
Cc1nn(C(=O)c2cccnc2)c(C)c1Sc1ccc(Br)cc1,-14,1.2,·,8,2,·,-24,-5,-2
CCOc1cc(C(=O)Nc2cccc3ncccc23)cc(OCC)c1OCC,-12,1.2,14,-17,18,-5,-13,-1,-4
CC1CCCCN1C(=O)CCn1c(=O)oc2ccccc21 (stereo not given),1,-0.2,2,-7,-14,-16,-16,-7,-5
CCOc1ccc2nc(NC(=O)C3=NNC(=O)CC3)sc2c1,-14,2.8,2,-1,0,-7,3,-4,-4
O=C(NCCCN1CCCC(O)C1)c1cc(COc2ccc(F)cc2F)on1 (stereo not given),-7,0.5,0,-5,5,-28,-17,1,-5
COc1ccc(NS(=O)(=O)c2ccc(NC(=O)C(C)(C(F)(F)F)C(F)(F)F)cc2)nn1,5,0.0,1,-9,-5,6,13,-10,0
CC(C)CNc1ncnc2c1ncn2[C@H]1CN(Cc2ccco2)C[C@@H](CO)O1,-3,0.1,0,·,8,-8,-1,·,2
CCc1ccc(N(C(=O)c2ccoc2C)C(C(=O)NC2CCCC2)c2ccc(OC)cc2)cc1 (stereo not given),28*,-0.7,3,-10,-14,12,16,5,-6
CN(C(=O)c1ccc(-c2nn(C)c(=O)c3ccccc23)cc1)C1CCCCC1,-16,5.6,6,-19,-12,27,0,-14,-3
NS(=O)(=O)c1ccc(CCNCc2ccccc2OCc2ccc(Cl)cc2)cc1,-10,2.2,13,4,-10,-3,23,-25,-7
COc1ccc(N2CCN(S(=O)(=O)CCNC(=O)c3cccs3)CC2)cc1,-6,0.4,0,-17,-5,-11,5,3,-1
O=C(c1ccccc1Nc1ccc(SC(F)F)cc1)N1CCCCC1,-17,0.4,2,-16,15,9,-4,-9,-4
CSc1ncccc1C(=O)OCC(=O)c1ccccc1,-8,2.6,4,-25,8,-14,8,-11,-3

# Source: PubChem BioAssay
